VLA-4 antagonist: blocks LDV-FITC ligand binding to Mn2+-activated human VLA-4 integrin; Jurkat cells, LDV-FITC binding with Mn2+, flow cytometry; 100% = Mn2+-driven binding gain fully reversed; inhibition, % at 10 µM (by protocol); hit rate 0.2% among 24,000; AID 529;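 active = inhibition above 50%; inconclusive = compound itself fluorescent, judged against control cell fluorescence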;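 note: 0% = Mn2+ stimulated cells lacking compound and 100% = ligand binding without Mn2+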
Target sequence (P13612 whole entry, looked up): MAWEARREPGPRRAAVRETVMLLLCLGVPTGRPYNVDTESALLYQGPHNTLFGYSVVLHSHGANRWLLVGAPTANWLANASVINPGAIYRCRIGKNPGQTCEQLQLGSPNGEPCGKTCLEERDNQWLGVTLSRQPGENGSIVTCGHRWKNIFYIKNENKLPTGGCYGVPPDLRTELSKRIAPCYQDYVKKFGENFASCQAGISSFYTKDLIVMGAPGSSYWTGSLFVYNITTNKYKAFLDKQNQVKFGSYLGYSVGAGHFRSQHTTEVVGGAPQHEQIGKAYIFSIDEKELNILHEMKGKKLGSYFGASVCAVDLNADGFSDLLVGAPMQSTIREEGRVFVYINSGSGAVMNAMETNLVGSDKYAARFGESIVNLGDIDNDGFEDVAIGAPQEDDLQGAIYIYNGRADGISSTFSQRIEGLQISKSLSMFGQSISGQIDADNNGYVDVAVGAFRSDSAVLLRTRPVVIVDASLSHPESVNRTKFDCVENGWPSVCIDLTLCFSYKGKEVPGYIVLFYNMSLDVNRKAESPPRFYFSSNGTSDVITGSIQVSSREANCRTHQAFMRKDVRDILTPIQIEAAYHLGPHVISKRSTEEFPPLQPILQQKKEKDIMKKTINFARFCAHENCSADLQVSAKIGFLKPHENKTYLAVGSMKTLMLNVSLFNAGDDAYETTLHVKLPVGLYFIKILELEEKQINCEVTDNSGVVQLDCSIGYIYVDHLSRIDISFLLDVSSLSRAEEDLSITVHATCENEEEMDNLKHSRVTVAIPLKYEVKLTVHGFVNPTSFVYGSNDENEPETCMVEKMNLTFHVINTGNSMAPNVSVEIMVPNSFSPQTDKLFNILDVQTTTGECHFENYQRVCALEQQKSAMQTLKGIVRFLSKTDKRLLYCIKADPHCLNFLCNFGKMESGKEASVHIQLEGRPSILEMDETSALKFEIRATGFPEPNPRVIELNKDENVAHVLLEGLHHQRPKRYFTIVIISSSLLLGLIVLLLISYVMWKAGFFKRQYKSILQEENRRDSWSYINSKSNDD
Prostate diff: LNCaP prostate cell differentiation activation | flow cytometry side scatter, 4 d | side scatter shift, % at 10 µM | hit rate 0.56% among 24,000;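 active = side scatter shift above 30%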;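 note: androgen-responsive LNCaP prostate cancer cells in charcoal-stripped serum medium; percent of cells past a gate set so DMSO wells show 10% shift; higher shift means more granular cells and more differentiation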
Autofluor Jurkat: compound fluoresces in Jurkat cells, VLA-4 screen interference; compound autofluorescence, flow cytometry; hits give high values; 1 = vehicle-only cell background; fluorescence ratio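 (tested at 10 µM compound in the well)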; hit rate 0.61% among 24,000;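 active = fluorescence ratio above 2.44, which is 1 plus 3 SD of all ratios; inconclusive = signal too bright to measure linearly, ratio around 10 or more; inactive = fluorescence ratio below 2.44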;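 note: green fluorescence of cells measured with 488 nm excitation and 530 nm emission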
VLA-4 agonist: allosterically activates the human VLA-4 integrin; P13612; Jurkat cells, LDV-FITC binding, flow cytometry; activation, % at 10 µM (by protocol); 24,000 tested, under 10 active; AID 528;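 active = fluorescent ligand binding to cells raised by more than 40% of the manganese-induced maximum; inconclusive = compound's own fluorescence above 85% of the ligand control signal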;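 note: 0% = ligand binding without compound and 100% = manganese-stimulated maximal binding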
Starred values were filed as active, the others as inactive; ? = inconclusive.

SMILES	VLA-4 antagonist	Prostate diff	Autofluor Jurkat	VLA-4 agonist
CC(C)(C)OC(=O)N1CCC(C(=O)O)CC1	?	13	1	8
Cc1ccc2[nH]c3c(=O)n(CCCN4CCN(C)CC4)cnc3c2c1	4	5	1	1
Cc1nc(SCC(=O)CC(=O)OC(C)C)c(C#N)c(C)c1C	-3	4	1.3	20
COc1cc2c(cc1O)C(SC)=NC(C)(C)C2	?	4	1.1	?
CC(=O)Nc1ccc(S(=O)(=O)N(C2=NCC(C)S2)c2ccccc2)cc1 (configuration not stated)	17	11	1.1	-18
CCOc1ccc(NC(=O)CN2C(=O)C3CCCN3C2=O)cc1 (configuration not stated)	1	5	1.1	-8
CCOc1ccc(NC(=O)CN2CCN(CC(=O)Nc3ccc4c(c3)OCCO4)CC2)cc1	20	1	1	-11
CCOC(=O)N1CCN(C(=O)c2ccc3c(=O)n(Cc4ccccc4)c(=S)[nH]c3c2)CC1	-3	12	1.1	-1
CCS(=O)(=O)N1CCC(C(=O)N2CCN(c3ccccc3)CC2)CC1	0	4	0.96	12
CC(C)CCn1c(SCC#N)nc2c(sc3ccccc32)c1=O	-4	13	1	-3
Cc1nccc2[nH]c(=O)c(C(=O)NCCCN(C)C3CCCCC3)cc12	-82	2	1	-6
CCOC(=O)N1CCC(=C(C#N)C(=O)Nc2cc(OC)ccc2OC)CC1	9	7	1.1	-1
CCCC(NC(=O)c1ccccc1)c1nc2ccccc2n1Cc1ccc(C(=O)OC)o1 (configuration not stated)	1	3	1.1	1
Cc1ccc(NC2c3ncccc3C(=O)N2Cc2ccc(F)cc2)cc1 (configuration not stated)	14	16	1	-6
O=C(NC1CCCCC1)C1CCN(S(=O)(=O)c2cccc3cccnc23)CC1	-5	11	0.95	10
CC(=O)c1cccc(NC(=O)CN(c2ccc(C)cc2)S(=O)(=O)c2cccc3nonc23)c1	35	3	1.2	-11
O=C(O)CCN(CCC(=O)O)S(=O)(=O)c1ccccc1	-13	5	1	0
COC(=O)COc1nc(C)c(Br)c(OC)n1	-21	13	1	2
O=C(Cn1cc2c(n1)CCCCC2)N1CCc2ccccc2C1	-25	5	1	2
CCOC(=O)CN1CC23C=CC(O2)C(C(=O)N2CCN(c4ccc(F)cc4)CC2)C3C1=O (configuration not stated)	-32	9	0.91	0
CC1CCCCN1C(=O)Cn1c(=O)n(CCC(=O)NCc2ccco2)c(=O)c2sccc21 (configuration not stated)	10	5	1	-2
CCCOC(=O)NC(CC)COC(=O)Nc1cc(C)ccc1C (configuration not stated)	-5	16	1.1	-1
CCOC(=O)c1c(C)oc2ccc(NS(=O)(=O)c3ccc4c5c(cccc35)C(=O)N4)cc12	2	6	1.1	-6
CCCNC(=O)CS(=O)(=O)Cc1nc(-c2ccccc2C)oc1C	3	1	1	-7
CC(C)OC(=O)CSc1nnc(-c2ccco2)n1N	-10	5	1	3

(cont.)
SMILES	VLA-4 antagonist	Prostate diff	Autofluor Jurkat	VLA-4 agonist
CCOC(=O)N1CCN(C(=O)c2cc(S(=O)(=O)N3CCCC3)cn2C)CC1	10	7	1.1	3
CC(C)CN(CC(C)C)C(=O)C12CCC(C)(C(=O)C1)C2(C)C (configuration not stated)	-30	19	1	6
CCc1ncc(C(O)c2cccc(OC)c2OC)n1C (configuration not stated)	-18	28	1	16
CCc1cn([C@H]2C[C@H](O)[C@@H](CO)O2)c(=O)[nH]c1=O	-6	8	1	1
Cc1ccc(NC(=O)C2CCCN(S(=O)(=O)c3ccc4c(c3)oc(=O)n4C)C2)nc1 (configuration not stated)	-4	3	1.1	-1
Cc1ccc(S(=O)(=O)NC(C)C(c2cccs2)N2CCN(C)CC2)cc1 (configuration not stated)	17	17	0.97	3
CC(=O)Nc1c(O)n(C)c2ccccc12	-2	5	1.1	2
O=C(C1CCN(S(=O)(=O)c2cccc3nsnc23)CC1)N1CCN(c2ccccc2F)CC1	-3	5	1.1	-2
CCOC(=O)[C@H](CCc1ccccc1)N[C@@H](C)C(=O)N1CCC[C@H]1C(=O)O	-12	4	1	0
CC1=C(C(=O)OC(C)C)C(c2c[nH]c3ccccc23)n2ncnc2N1 (configuration not stated)	-12	6	1.1	-9
CN(Cc1ccccc1)C(=O)c1ccc2c(c1)OCO2	-10	2	1.1	3
COc1ccc(-n2nnc3c(=O)n(Cc4cc(C)ccc4C)cnc32)cc1	9	12	1.1	3
COC(=O)CSc1nnc(-c2cccs2)n1-c1ccc(Cl)cc1	-6	8	0.98	11
CCOC(=O)C1CCN(Cc2cnc(NC(=O)OC)s2)CC1	2	14	1.1	-7
O=C(NC1CCCC1)C1CCCN(S(=O)(=O)c2cnc[nH]2)C1 (configuration not stated)	3	13	1	6
CCOC(=O)N1CCN(S(=O)(=O)c2cc(Cl)ccc2Cl)CC1	-15	13	1	6
COc1ccc(NC(=O)c2c(SC)nsc2SC)cc1	-23	7	0.88	14
Cc1c(NC(=O)c2nn(C)c(=O)c3ccccc23)c(=O)n(-c2ccccc2)n1C	-9	20	1.1	9
O=C(CCN1C(=O)c2ccncc2C1=O)Nc1ccc2c(c1)OCCO2	?	13	1.1	?
CN1CCc2c(sc3c2c(=O)n(-c2ccccc2)c2nnc(SCc4ccc(F)cc4)n32)C1	16	5	1.2	-7
O=C(OCc1nnc(-c2ccc(Cl)cc2)o1)c1ccc(=O)n(Cc2ccccc2)n1	-13	5	1.1	-6
Cc1ccc(S(=O)(=O)NCCN=C(CN2CCCC2)NS(=O)(=O)c2ccc(C)cc2)cc1	-6	16	1.1	1
COc1cc(C2N(c3ccccn3)C(=O)C3CCCN32)cc(OC)c1OC (configuration not stated)	1	13	1	-2
COC(=O)c1cccc(NC(=O)CN2CCN(Cc3ccccc3)CC2)c1	-4	9	0.98	-1
CCOC(=O)c1cnn(CCOC(=O)C2CC2)c1NC(=O)C1CC1	-2	1	0.93	5

Continued.
SMILES	VLA-4 antagonist	Prostate diff	Autofluor Jurkat	VLA-4 agonist
Cc1ccc(NC(=O)N(Cc2ccco2)C(C)c2ccco2)cc1C (configuration not stated)	10	21	0.99	-3
CSc1nc2c(c(=O)n1-c1ccccc1)SCC2	-17	9	1.1	1
COc1ccc(NC(=O)CC2CCCCC2)cc1OC	12	7	1	4
CCOC(=O)CNC(=O)c1nn(-c2ccc(OCC)cc2)c(=O)c2ccccc12	14	3	1	1
COc1ccc2sc(NC(=O)c3ccco3)nc2c1	?	10	1.1	?
O=C(CCn1c(=O)oc2ccccc21)N1CCCCCC1	-4	7	0.99	2
O=C(CCn1c(=O)oc2ccccc21)NCCCN1CCN(c2ccc(F)cc2)CC1	-20	6	1	2
Cn1c(C(=O)N2CCCC(C(=O)N3CCN(C(=O)c4ccco4)CC3)C2)cc2sccc21 (configuration not stated)	?	17	0.81	?
CCOC(=O)c1c(C)c(C(=O)NC(C)COC)c(C)n1CC (configuration not stated)	-23	4	1	9
CCOc1ccc(N2C(=O)c3cccnc3C2Nc2ccc(C)cc2)cc1 (configuration not stated)	-10	2	1	2
CCCS(=O)(=O)N1CCCC(C(=O)NCCN(CC)CC)C1 (configuration not stated)	-2	3	1.1	-2
Cc1ccc(NC(=O)C2(N(C(=O)Cn3nnnc3N)c3ccc(C)cc3)CCCCC2)cc1	?	3	1.1	?
CCOC(=O)N1CCN(c2cc(=O)n(-c3ccc(OC)cc3)c(=O)[nH]2)CC1	-2	10	1.1	2
CCCCN(CC)S(=O)(=O)c1ccc(C(=O)Nc2nnc(COC)o2)cc1	1	8	0.99	5
C#CC1(O)CC(C)N(C)C(C)C1 (configuration not stated)	-16	11	1.1	6
CCn1c(SCC(=O)Nc2ccc3c(c2)OCO3)nnc1-c1cnccn1	-6	10	1	-2
Cn1cccc1CNC(=O)Nc1ccc(Cl)c(Cl)c1	20	5	1.1	-10
c1cc2c(cc1Cn1cnnn1)OCO2	-22	4	0.96	-8
COc1cccc(C2CC(c3ccc(Cl)cc3)Nc3nc(N)nn32)c1 (configuration not stated)	3	12	1	3
COc1ccccc1S(=O)(=O)Cc1ccc(C(=O)NC(C)c2ccc3c(c2)OCCO3)o1 (configuration not stated)	-7	3	1.1	-6
COC(=O)c1ccc(NC(=O)C(C)N2C(=O)c3ccccc3C2=O)cc1 (configuration not stated)	-2	9	1	-1
CC(=O)Nc1ccc(NC(=O)Cn2cnc3c(cnn3C(C)(C)C)c2=O)cc1	3	8	1.1	1
COC(=O)c1cc(=O)n2c(-c3ccc(OC)cc3)csc2n1	10	7	0.91	-4
CCCCc1c(O)nc(N2CCN(Cc3ccccc3)CC2)[nH]c1=O	-8	7	1	-5
CCSc1nnc(Cc2cc(=O)[nH]c(=O)[nH]2)n1-c1cc(C)ccc1C	0	10	0.89	3

3 of the compounds above, with values ahead of the structure:
VLA-4 antagonist	Prostate diff	Autofluor Jurkat	VLA-4 agonist	SMILES
?	4	1.1	?	COc1cc2c(cc1O)C(SC)=NC(C)(C)C2
17	11	1.1	-18	CC(=O)Nc1ccc(S(=O)(=O)N(C2=NCC(C)S2)c2ccccc2)cc1 (configuration not stated)
1	5	1.1	-8	CCOc1ccc(NC(=O)CN2C(=O)C3CCCN3C2=O)cc1 (configuration not stated)

One compound at a time, as listed above:
CCOC(=O)c1c(C)c(C(=O)NC(C)COC)c(C)n1CC (configuration not stated) across the screens: VLA-4 antagonist = -23; Prostate diff = 4; Autofluor Jurkat = 1; VLA-4 agonist = 9
C#CC1(O)CC(C)N(C)C(C)C1 (configuration not stated) across the screens: VLA-4 antagonist = -16; Prostate diff = 11; Autofluor Jurkat = 1.1; VLA-4 agonist = 6
CCCS(=O)(=O)N1CCCC(C(=O)NCCN(CC)CC)C1 (configuration not stated) across the screens: VLA-4 antagonist = -2; Prostate diff = 3; Autofluor Jurkat = 1.1; VLA-4 agonist = -2

The listing continues:
SMILES	VLA-4 antagonist	Prostate diff	Autofluor Jurkat	VLA-4 agonist
CCCNC(=O)Nc1ccccc1C(=O)Nc1ccc(OC)cc1	-8	5	0.97	2
CC(C)Oc1ccc2nnnn2n1	-34	6	1	6
Cc1nc2cc(S(=O)(=O)N3CCC(C(=O)O)CC3)ccc2n1C1CCCC1	-38	21	1	3
O=C(c1ccc2c(=O)n(C3CCCC3)c(=S)[nH]c2c1)N1CCN(C2CCCCC2)CC1	24	4	1	-7
Cc1ccccc1-c1nc(CS(=O)(=O)CC(=O)N2CCc3ccccc3C2)c(C)o1	16	5	1.1	-5
O=C(c1ccc(CNc2c(N3CCCC3)c(=O)c2=O)cc1)N1CCc2ccccc2C1	-4	8	1.1	-3
CC1Cn2c(nnc2-c2ccccc2O)S1 (configuration not stated)	5	3	0.97	-6
O=C(NCc1ccco1)c1cc2cc3ccc(Cl)cc3nc2o1	-12	4	1	-3
O=C(Nc1ccc(-c2nc3ncccc3o2)cc1)c1ccc(Br)o1	10	17	1.1	-4
O=C(CCn1c(=O)[nH]c2ccccc2c1=O)N1CCN(c2cccc(C(F)(F)F)c2)CC1	-4	0	1.1	1
O=C1CSC(=Nc2ccc(O)cc2)N1c1ccc(O)cc1	-12	3	1	-2
CC1(C)OC(=O)N(c2ccccn2)C1(C)O (configuration not stated)	9	17	1.1	5
CCOC(=O)Cn1c(=O)oc2cc(S(=O)(=O)Nc3cc(Cl)ccc3OC)ccc21	?	4	4.3*	?
CSCSC1=C(C#N)C(c2ccc(Cl)cc2)C(C(C)=O)=C(C)N1 (configuration not stated)	-20	7	0.97	3
O=C(Cn1cccc1C(=O)c1ccccc1)NCCN1CCCCCC1	12	6	0.98	-4
COc1ccc(CCNC(=O)CC(NS(=O)(=O)c2ccc(NC(C)=O)cc2)C(C)C)cc1OC (configuration not stated)	-1	14	0.87	11
CC(O)Cn1cnc2c1c(=O)n(C)c(=O)n2C (configuration not stated)	-18	4	0.96	-2
Cn1c(=O)c2c(nc(CN3CCN(c4ccccc4F)CC3)n2CCN2CCOCC2)n(C)c1=O	14	1	1	-3
Cc1c(N=C2SCC(=O)N2c2c(C)n(C)n(-c3ccccc3)c2=O)c(=O)n(-c2ccccc2)n1C	-18	1	1	2
O=C(O)C1CC(=O)N(Cc2ccc(F)cc2)C1 (configuration not stated)	-10	8	0.98	-1
COc1ccc(-c2cn3c(C)c(C(=O)Nc4cc(NC(C)=O)ccc4OC)sc3n2)cc1	-11	5	1.1	3
CCCCC(=O)NCCc1cc2c(C)ccc(C)c2[nH]c1=O	0	5	1	-3
Cn1c(Cn2c(=O)sc3ccccc32)nnc1SCC(=O)N1CCCc2ccccc21	-13	4	1	2
COCCNC(=O)CN1C(=O)CC(C)(C)S(=O)(=O)c2ccccc21	-24	12	0.83	9
COc1ccc(CCNC(=O)CN(c2ccccc2OC)S(C)(=O)=O)cc1	-18	7	0.98	1
CCC(=O)N1CCc2cc(S(=O)(=O)NCCC(=O)N3CC=C(c4ccccc4)CC3)ccc21	19	3	1.1	-5
O=c1cc(CO)oc(CN2CCN(c3ccccc3F)CC2)c1O	?	4	1.9	?
Cc1cc(O)c(C2(C(F)(F)F)NCCNC2=O)cc1C (configuration not stated)	-7	5	0.97	1
CCCNS(=O)(=O)c1ccc(C(=O)NCC2CCCO2)cc1 (configuration not stated)	30	7	1	-12
NC(=O)C1(N2CCCCC2)CCN(C(=O)c2ccccc2)CC1	-14	5	1.1	1

Autofluor Jurkat, entries above that show a hit
SMILES	VLA-4 antagonist	Prostate diff	Autofluor Jurkat	VLA-4 agonist
CCOC(=O)Cn1c(=O)oc2cc(S(=O)(=O)Nc3cc(Cl)ccc3OC)ccc21	?	4	4.3*	?

High-throughput results deposited in PubChem by NMMLSC.

A portion of the library, so the mix of outcomes need not match the whole.
